Screening data as filed in PubChem BioAssay.
ATG4B inh: ATG4B (human) cysteine protease inhibition; Q9Y4P1; AID 504462; ATG4B cleavage of LC3-PLA2, NBD-HPC fluorescence, 1 h; 0.51% of 340,000 active; inhibition, % at 8.33 µM; in the data active means inhibition above about 40%
CCR6 antag: CCR6 (human) receptor antagonism; P51684; CHO-K1 CCR6 PathHunter beta-arrestin, luminescence, CCL20-stimulated; inhibition, % at 20 µM; 0.49% of 340,000 active; AID 493098;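 active means compounds whose inhibition of the agonist-driven luminescence signal at 20 µM reaches about 50%, limit read from the data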;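 further: cells stimulated with CCL20 at 14 nM final; plate controls were DMSO with CCL20 for no effect and DMSO without agonist for full effect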
Target sequence (P51684 whole entry, looked up): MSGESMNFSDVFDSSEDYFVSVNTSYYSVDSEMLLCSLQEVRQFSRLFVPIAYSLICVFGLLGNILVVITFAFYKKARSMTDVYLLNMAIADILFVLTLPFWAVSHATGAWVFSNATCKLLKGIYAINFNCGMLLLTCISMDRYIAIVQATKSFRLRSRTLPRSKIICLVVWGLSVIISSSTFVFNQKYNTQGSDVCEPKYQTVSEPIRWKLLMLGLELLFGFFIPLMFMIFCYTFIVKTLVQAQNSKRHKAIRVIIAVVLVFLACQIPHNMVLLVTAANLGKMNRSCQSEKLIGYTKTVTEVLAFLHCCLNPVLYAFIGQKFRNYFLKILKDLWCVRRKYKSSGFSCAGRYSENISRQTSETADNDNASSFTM
Gli-Sufu antag: antagonists of Gli-Sufu signaling | inhibition, % at 5 µM | 0.74% of 340,000 active | Sufu-KO-LIGHT fibroblasts, Gli luciferase reporter luminescence;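 active means inhibition above about 55%, limit read from the data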;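 further: 0% = DMSO-treated cells and 100% = wells with medium but no cells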
UBC13 inh: human UBC13 polyubiquitination inhibition; P61088; UBC13 polyubiquitin chain formation, TR-FRET; inhibition, % at 20 µM; 0.47% of 330,000 active; AID 485273; in the data active means inhibition above about 45%, passing the limit was not always enough
Target sequence (P61088 whole entry, looked up): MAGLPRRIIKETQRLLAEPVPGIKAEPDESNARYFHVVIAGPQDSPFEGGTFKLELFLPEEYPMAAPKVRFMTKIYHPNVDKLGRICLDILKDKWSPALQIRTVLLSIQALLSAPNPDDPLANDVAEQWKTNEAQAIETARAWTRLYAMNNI
APJ agonist: APJ receptor agonism; P35414; CHO-K1 APJ PathHunter beta-arrestin, luminescence; 0% DMSO wells, 100% apelin; activation, % at 20 µM; 0.11% of 330,000 active;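 active means activation more than six SD over the plate average, tested at 20 µM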;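 further: 0% = DMSO alone and 100% = apelin-13 at 10 nM; some results filed as inactive read as strong as hits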
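Test system: CHO-K1 APJ beta-arrestin complementation cell line. Amount: cell density 1000 per well. Controls: DMSO negative, 10 nM Apelin-13 positive. Signal: luminescent beta-gal fragment complementation, chemiluminescent substrate. Read-out basis: agonist-driven arrestin binding to APJ. Timing: compound stimulation 90 min at 25 °C, detection 60 min.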
APJ antag: APJ receptor antagonism | P35414 | CHO-K1 APJ beta-arrestin complementation, luminescence | 0.32% of 330,000 active | inhibition, % at 20 µM;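 active means inhibition above about 40% at 20 µM, limit read from the data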;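 further: cells challenged with 10 nM apelin-13 agonist together with compound; plate controls were apelin-13 plus DMSO wells for no effect and DMSO wells lacking apelin-13 for full effect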
CXCR6 inh: CXCR6 (human) receptor inhibition | AID 602244 | O00574 | CHO-K1 PathHunter CXCR6 beta-arrestin, luminescence | 0.36% of 360,000 active | inhibition, % at 20 µM; in the data active means inhibition above about 34%, passing the limit was not always enough;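 further: antagonist mode with CXCL16 agonist at 10 nM final; 0% = 10 nM CXCL16 with DMSO and 100% = unstimulated wells without agonist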
Target sequence (O00574 whole entry, looked up): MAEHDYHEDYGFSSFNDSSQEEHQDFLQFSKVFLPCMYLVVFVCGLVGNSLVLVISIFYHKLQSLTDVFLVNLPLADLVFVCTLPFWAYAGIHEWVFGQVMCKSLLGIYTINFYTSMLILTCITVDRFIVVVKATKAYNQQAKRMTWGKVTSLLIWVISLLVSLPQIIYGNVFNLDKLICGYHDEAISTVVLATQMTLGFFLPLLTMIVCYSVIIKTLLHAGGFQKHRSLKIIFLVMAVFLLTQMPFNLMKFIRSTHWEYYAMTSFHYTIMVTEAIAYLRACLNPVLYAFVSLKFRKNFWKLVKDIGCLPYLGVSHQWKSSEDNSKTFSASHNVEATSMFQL
EBI2 block: EBI2 (human) antagonism; AID 651636; EBI2 beta-arrestin recruitment, luminescence, 7a,25-OHC stimulated; 0.81% of 360,000 active; inhibition, % at 5 µM; in the data active means inhibition above about 38%;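 further: enzyme fragment complementation signal reports receptor beta-arrestin coupling in cells; 0% = agonist plus DMSO wells and 100% = wells without agonist; some results beyond the cut were filed as inactive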
Starred values were filed as active, the others as inactive; nt = not tested or not shown.

1) CCN(CC)C(=O)COc1ccc2c3c(c(=O)oc2c1C)CCCC3
2) CC(C)CC(=O)OC1C(N2CCOCC2)c2c(ccc(/C=C/C(=O)N3CCOCC3)c2O)OC1(C)C (configuration not stated)
3) COCCNC(=S)N(c1ccccc1)C(C)C
4) COc1ccc(CCn2nnnc2CN2CCN(C(=O)c3ccco3)CC2)cc1OC
5) COc1ccc(CC(=O)Nc2cccc(-c3nnc(-c4ccccc4)o3)c2)cc1OC
6) CCC(C)NC(=O)CSc1nc2scc(-c3ccccc3)c2c(=O)[nH]1 (configuration not stated)
7) COc1ccc(CCN2CC(C(=O)N(C)CC(=O)Nc3cccc(F)c3)CC2=O)cc1OC (configuration not stated)
8) CC(=O)Nc1cccc(NC(=O)CSc2nc(C)c(C)c(C)c2C#N)c1
9) Cc1ccc(NS(=O)(=O)c2ccc(NC(=O)C3CC3)cc2)c(C)c1
10) O=[N+]([O-])c1ccccc1S(=O)(=O)N1CCN(Cc2cc3c(cc2O)OCO3)CC1
Compound	1	2	3	4	5	6	7	8	9	10
APJ agonist	-2	0	-1	-2	nt	-2	-1	-1	2	-2
CCR6 antag	15	8	-2	-2	0	-8	4	-19	14	2
APJ antag	7	-3	-4	7	nt	-2	0	10	-10	-10
UBC13 inh	6	12	5	0	nt	-3	3	-5	-3	-9
CXCR6 inh	-10	4	1	-15	-11	-5	-5	4	-9	0
EBI2 block	9	-9	5	8	-32	-6	-1	-2	-12	-1
Gli-Sufu antag	26	4	-60	2	nt	4	10	0	31	1
ATG4B inh	-7	-15	-10	-2	-21	12	6	-1	-1	-1

11) CCCn1c(=O)n(C)c(=O)c2c(SCC(=O)NC34CC5CC(CC(C5)C3)C4)nc(CC(C)C)nc21
12) COc1cc(OC)cc(-c2c(C#Cc3ccsc3)c3cc(-c4ccc(N(C)C)nc4)ccc3n2C)c1
13) O=C(NC1CCCCC1)N1CCCC(c2nc(-c3ccc(S(=O)(=O)N4CCCC4)cc3)no2)C1 (configuration not stated)
14) Cc1cccc(C)c1-n1c(C)nn(-c2ncc(C(F)(F)F)cc2Cl)c1=O
15) COc1ccc(C(=O)NCC(=O)N2CCN(C(=O)c3ccco3)CC2)cc1
16) CCCCNC(=O)Nc1cnn(CC)c1C(N)=O
17) Cc1cccc(NC(=O)C2CCN(S(=O)(=O)c3c(C)noc3/C=C/c3ccco3)CC2)n1
18) CC1Cc2cc(S(=O)(=O)N3CCN(c4ccccc4)CC3)ccc2N1C(=O)C1CC1 (configuration not stated)
19) CC(C)OCCCNC(=O)CN1CCN(Cc2ccccc2Cl)C1=O
20) O=S(=O)(c1ccccc1)N1CCN(c2ncccn2)CC1
Compound	11	12	13	14	15	16	17	18	19	20
APJ agonist	-2	-3	0	-1	7	0	1	0	-7	0
CCR6 antag	42	12	11	9	3	-9	8	-4	-3	13
APJ antag	-3	6	17	-5	11	3	-5	8	10	-18
UBC13 inh	-27	12	-1	-8	0	-12	-10	-10	-8	-3
CXCR6 inh	15	-7	2	0	4	8	11	-7	-1	-2
EBI2 block	21	2	-4	16	-9	-4	4	20	-11	-12
Gli-Sufu antag	8	13	4	1	-2	2	10	5	3	-14
ATG4B inh	-5	-2	2	0	0	1	12	-4	-8	-7

21) Cc1cccc(NCc2ccc(N(C)C)cc2)n1
22) Cc1nn(-c2ncc(C(F)(F)F)cc2Cl)c(=O)n1-c1cccc(F)c1
23) CS(=O)(=O)N1CC2CCCN2c2cc(C(F)(F)F)ccc21 (configuration not stated)
24) C=CCc1cccc(/C=N/NC(=O)CNc2cccc3ccccc23)c1O
25) O=C(Nc1ccccc1)Nc1ccc(NC(=O)c2ccccc2O)cc1
26) C/C(=N/NC(=O)COc1ccc(C(C)(C)C)cc1)c1ccc(N2CCOCC2)cc1
27) COc1ccc(CCN(C)CC(=O)Nc2c(C)cc(C)cc2C)cc1OC
28) NS(=O)(=O)c1ccc(CCNC(=O)CSc2nc3ccccc3c(=O)n2CCN2CCOCC2)cc1
29) Cc1noc(C)c1S(=O)(=O)N1Cc2ccccc2CC1C(=O)N(C)C (configuration not stated)
30) C[C@H](CO)N1C[C@H](C)[C@@H](CN(C)S(C)(=O)=O)Oc2ccc(NS(=O)(=O)c3cn(C)cn3)cc2C1=O
Compound	21	22	23	24	25	26	27	28	29	30
APJ agonist	-2	1	-3	6	3	nt	2	-1	1	-6
CCR6 antag	3	-10	-2	5	12	2	-8	-6	-3	14
APJ antag	-14	-5	10	-18	-13	nt	-6	-7	-14	0
UBC13 inh	-1	-2	8	-17	-2	nt	1	-7	-3	2
CXCR6 inh	14	7	-4	0	-2	-3	0	-6	0	-2
EBI2 block	5	-9	2	6	-2	-1	4	-7	-9	-13
Gli-Sufu antag	-50	3	-5	-3	-1	-7	31	4	2	-12
ATG4B inh	-1	-3	-6	1	1	0	0	1	-5	nt

31) CCC1=C2CC[C@H]3C(=O)N(c4ccccc4)C(=O)[C@H]3[C@H]2[C@@]2(C)C(=NCC(=O)OC)OC(=O)N2C1=O
32) CCOC(=O)C(C)n1cnc2c(cnn2-c2ccc(Cl)cc2)c1=O (configuration not stated)
33) CCN(CC)c1ccc(S(=O)(=O)N2CCOCC2)cc1NC(=O)CSc1cccc[n+]1[O-]
34) CCOc1cc(C(=O)N/N=C/C(Br)=C/c2ccccc2)cc(OCC)c1OCC
35) COc1ccc(C(=O)NNC(=S)NC(=O)c2cc(-c3ccccc3)nc3ccccc23)cc1
36) COc1ccc(N2CCN(C(=O)CSc3nc(C)cs3)CC2)cc1
37) Cc1cccc(NC(=S)NC(=O)CC2CC(C)(C)OC2=O)c1 (configuration not stated)
38) COc1ccccc1NC(=O)c1ccccc1NC(=O)c1ccccn1
39) Cc1cc(-c2csc3ncnc(N4CCN(C)CC4)c23)cc(C)c1C
40) CCOc1ccc2[nH]c(S(=O)(=O)CC)nc2c1Cl
Compound	31	32	33	34	35	36	37	38	39	40
APJ agonist	-3	1	nt	-2	1	0	-3	0	0	-14
CCR6 antag	11	-13	6	5	27	11	1	15	16	-5
APJ antag	-3	-3	nt	-10	28	21	8	-13	9	8
UBC13 inh	8	3	nt	-5	-4	-5	-10	5	3	5
CXCR6 inh	-7	-10	6	1	24	2	-11	3	8	-2
EBI2 block	-4	-8	-12	3	8	-6	-3	12	6	2
Gli-Sufu antag	-12	-10	4	55	-17	-20	-4	2	12	3
ATG4B inh	-6	-8	-8	0	-4	-10	-1	-4	-9	0

Quoted from above, compounds 32–40
32) CCOC(=O)C(C)n1cnc2c(cnn2-c2ccc(Cl)cc2)c1=O (configuration not stated)
33) CCN(CC)c1ccc(S(=O)(=O)N2CCOCC2)cc1NC(=O)CSc1cccc[n+]1[O-]
34) CCOc1cc(C(=O)N/N=C/C(Br)=C/c2ccccc2)cc(OCC)c1OCC
35) COc1ccc(C(=O)NNC(=S)NC(=O)c2cc(-c3ccccc3)nc3ccccc23)cc1
36) COc1ccc(N2CCN(C(=O)CSc3nc(C)cs3)CC2)cc1
37) Cc1cccc(NC(=S)NC(=O)CC2CC(C)(C)OC2=O)c1 (configuration not stated)
38) COc1ccccc1NC(=O)c1ccccc1NC(=O)c1ccccn1
39) Cc1cc(-c2csc3ncnc(N4CCN(C)CC4)c23)cc(C)c1C
40) CCOc1ccc2[nH]c(S(=O)(=O)CC)nc2c1Cl
Compound	32	33	34	35	36	37	38	39	40
APJ agonist	1	nt	-2	1	0	-3	0	0	-14
CCR6 antag	-13	6	5	27	11	1	15	16	-5
APJ antag	-3	nt	-10	28	21	8	-13	9	8
UBC13 inh	3	nt	-5	-4	-5	-10	5	3	5
CXCR6 inh	-10	6	1	24	2	-11	3	8	-2
EBI2 block	-8	-12	3	8	-6	-3	12	6	2
Gli-Sufu antag	-10	4	55	-17	-20	-4	2	12	3
ATG4B inh	-8	-8	0	-4	-10	-1	-4	-9	0

Carrying on.
41) Cc1cccc(C(=O)O)c1[N+](=O)[O-]
42) CC(=O)Nc1ccc(OCC(O)CN2CCN(c3ccc(F)cc3)CC2)cc1 (configuration not stated)
43) CCOCCc1nnc(NC(=O)c2cc(OC)c(OC)c(OC)c2)s1
44) O=C(CCSCc1ccccc1F)NCc1cccs1
45) O=C(O)CCn1c(Cc2ccccc2)nc2ccccc21
46) Nc1ccc2nn(-c3ccccc3)nc2c1
47) O=c1[nH]c(SCc2ccccc2)nnc1-c1ccccc1
48) Fc1ccc(Nc2ccnc(C(F)(F)F)c2)cc1
49) CC(C)COc1ccc(C(=O)OCCN2CCOCC2)c(O)c1
50) COc1ccc(C(=O)NC(=S)NNC(=O)c2ccccc2C)cc1
Compound	41	42	43	44	45	46	47	48	49	50
APJ agonist	-1	-3	-1	-2	-1	-5	-5	-3	-2	-8
CCR6 antag	4	5	-19	15	7	-23	5	-2	-4	44
APJ antag	-3	-12	-4	-2	2	-38	-1	-16	19	23
UBC13 inh	5	-3	4	-18	0	-15	4	3	1	-14
CXCR6 inh	1	20	2	8	1	-21	-3	1	-6	32
EBI2 block	-2	-6	1	-4	4	-7	-4	-8	-5	3
Gli-Sufu antag	10	-16	2	-7	-18	-63	4	10	-5	-3
ATG4B inh	5	3	-16	4	-9	1	-8	-10	2	-14

2 compounds picked at random from the list so far, as already listed:
41) Cc1cccc(C(=O)O)c1[N+](=O)[O-]
50) COc1ccc(C(=O)NC(=S)NNC(=O)c2ccccc2C)cc1
Compound	41	50
APJ agonist	-1	-8
CCR6 antag	4	44
APJ antag	-3	23
UBC13 inh	5	-14
CXCR6 inh	1	32
EBI2 block	-2	3
Gli-Sufu antag	10	-3
ATG4B inh	5	-14

Remaining list, next part.
51) O=C(OCc1ccc(F)cc1)c1cc(=O)c2ccccc2o1
52) CN(c1ccc(C(=O)N2CCOCC2)cc1[N+](=O)[O-])C1CCCCC1
53) CN(C)C1=NC[C@H](Cc2ccccc2)N1CC1CCCC1
54) Cc1cc2cc(CNC(=O)c3ccc(S(=O)(=O)N4CCCCC4)cc3)ccc2n1C
55) Cc1c(C(=O)NCC2COc3ccccc3O2)oc2ccc(S(=O)(=O)N3CC(C)CC(C)C3)cc12 (configuration not stated)
56) OCCC1CN(Cc2ccc(F)cc2)CCN1CCc1ccccc1 (configuration not stated)
57) NNC(=O)CSc1nc(-c2ccccc2)cn1-c1ccccc1
58) O=C(CSCc1ccccc1)N=Nc1c(O)[nH]c2ccccc12
59) O=C(CN1CCN(c2ccccc2O)CC1)NC(=O)NCc1ccco1
60) CN(C)C(=O)COc1ccc2ccc(=O)oc2c1
Compound	51	52	53	54	55	56	57	58	59	60
APJ agonist	-2	-3	-5	3	1	-2	-2	1	2	2
CCR6 antag	7	5	9	13	8	15	-2	4	3	13
APJ antag	13	9	1	8	-18	10	-4	9	6	2
UBC13 inh	6	-7	5	-12	-1	4	-1	-5	6	-5
CXCR6 inh	-3	-8	-7	4	1	4	-2	14	1	0
EBI2 block	4	-2	0	0	19	-12	1	-8	-12	-7
Gli-Sufu antag	33	-36	37	-1	10	42	-1	-25	-7	-4
ATG4B inh	2	-2	-5	-10	-5	5	5	2	7	0

61) CCn1c(C)c(C)c2cc(C(=O)N3CCN(c4ccccc4)CC3)ccc21
62) N#Cc1ccccc1NC(=O)CC1c2ccccc2Oc2ccccc21
63) CC1CCN(c2ccc3nnc(CCC(=O)NCCCOC(C)C)n3n2)CC1
64) COCCSc1nnc(NC(=O)C2CC(=O)N(c3ccc(Cl)cc3)C2)s1 (configuration not stated)
65) CCOC(=O)Cn1c(=NC(=O)CSC(C)=O)sc2ccccc21
Compound	61	62	63	64	65
APJ agonist	10	-3	-2	-2	-5
CCR6 antag	-7	5	2	-7	14
APJ antag	2	11	-3	-20	20
UBC13 inh	0	-5	2	2	4
CXCR6 inh	-4	3	-5	1	13
EBI2 block	8	10	-5	-1	18
Gli-Sufu antag	6	4	3	6	0
ATG4B inh	27	-6	-9	3	-7
